aDG glyco up: activators of alpha-DG glycosylation, primary screen, uHTS, Pro5-aDG cells, AlphaScreen | alpha-DG glycosylation AlphaScreen (IIH6); 0% Pro5, 100% B10-LARGE cell signal | activation, % at 10 µM | actives 0.22% (n = 360,000);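 active = activation of at least 8% versus controls, or a plate z-score of at least 8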;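 also: Pro5 are CHO cells carrying HIG-tagged alpha-DG that lacks glycosylation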
TWEAK Fn14 block: inhibitors of TWEAK-Fn14 signaling, primary screen, luciferase reporter cells, uHTS; TWEAK-stimulated Fn14 reporter cells, luciferase luminescence, 8 h; inhibition, % at 10 µM; actives 2% (n = 360,000); AID 1159606, 2016; in the data active = inhibition above about 50%
MITF TRPM1 inh: inhibitors of MITF-dependent TRPM1 promoter reporter, primary screen, cell-based, SK-MEL-5, single point, luciferase; SK-MEL-5 TRPM1 promoter luciferase, 24 h; inhibition, % at 12.5 µM; actives 0.83% (n = 330,000);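 active = mean inhibition across replicates of 60% or more, whatever share of single replicates reaches that level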; also: values of inactives mirror those of a sister screen read the other way
KKLEB tox: cytotoxicity in KKLEB CF airway cells, primary screen, cytotoxicity control for CF NF-kB inhibitor project, cell-based, uHTS, fluorescence assay plates | KKLEB CF airway cells viability, ATPlite luminescence, overnight; stronger effect = lower value; cells stimulated with P. aeruginosa culture filtrate | activity change (cytotoxicity), % at 5 µM | actives 0.36% (n = 360,000);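 active = corrected activity change at or below -50% at 5 µM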
Peg3 prom inh: Peg3 promoter-driven luciferase inhibitors, primary screen, cell-based, HeLa, luciferase luminescence; HeLa PEG-Prom luciferase reporter, overnight; inhibition, % at 20 µM; actives 1.7% (n = 360,000); AID 588405, 2011;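 active = inhibition of at least 50% at 20 µM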
HIF-2a inh: HIF-2a reporter inhibitors, primary screen, luminescence, 786-0 RCC cells; 786-0 RCC cells HIF-2a reporter, luciferase luminescence, overnight; inhibition, % at 18.8 µM; actives 0.72% (n = 360,000); AID 624352, 2012;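 active = inhibition of the luminescence signal of 40% or more relative to plate controls, in a single-dose primary screen at 18.75 µM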
CF NFkB block: inhibitors of PAF-induced NF-kB signaling, primary screen, cell-based, GFP fluorescence, uHTS. AID 588850, 2011. KKLEB NF-kB-GFP reporter, GFP fluorescence overnight. inhibition, % at 5 µM. actives 0.86% (n = 360,000);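 active = at least 50% inhibition at 5 µM, scaled per plate between neutral and stimulator controls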;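 also: PAF is a Pseudomonas aeruginosa culture filtrate used as stimulus; plate controls were PAF-stimulated DMSO wells for no effect and unstimulated DMSO wells for full effect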
Shn3 inh set2: reduction of Shn3 3'UTR firefly luciferase signal, primary screen, Schnurri-3 inhibitor project, cell-based, Clone20 osteoblasts, set 2. Clone20 osteoblast Shn3 3'UTR firefly luciferase, 24 h. inhibition, % at 12.5 µM. actives 0.52% (n = 360,000);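 active = mean inhibition of at least 75% with every replicate also reaching 75%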;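 also: 0% = median of neutral control wells and 100% = pilot-screen positive control compound; some compounds past the cut are filed as inactive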
NR2E3 ag-1: NR2E3 agonists in two-hybrid cells, primary screen, cell-based, luminescence, CHO-S, Gal4-NCOR/VP16-NR2E3 | Photoreceptor-specific nuclear receptor (Homo sapiens), Q9Y5X4 | AID 602229, 2012 | inhibition of corepressor binding, % at 3.98 µM | actives 0.35% (n = 360,000) | luciferase;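 active = inhibition above the mean of all tested compounds plus 3 SD, cut at about 70% in these data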;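 also: 0% = DMSO with NR2E3 transfected cells and 100% = cells lacking NR2E3 construct; higher means lower luciferase signal from less NR2E3 corepressor binding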
Target sequence (Q9Y5X4 whole entry, looked up, the tested form may be a part): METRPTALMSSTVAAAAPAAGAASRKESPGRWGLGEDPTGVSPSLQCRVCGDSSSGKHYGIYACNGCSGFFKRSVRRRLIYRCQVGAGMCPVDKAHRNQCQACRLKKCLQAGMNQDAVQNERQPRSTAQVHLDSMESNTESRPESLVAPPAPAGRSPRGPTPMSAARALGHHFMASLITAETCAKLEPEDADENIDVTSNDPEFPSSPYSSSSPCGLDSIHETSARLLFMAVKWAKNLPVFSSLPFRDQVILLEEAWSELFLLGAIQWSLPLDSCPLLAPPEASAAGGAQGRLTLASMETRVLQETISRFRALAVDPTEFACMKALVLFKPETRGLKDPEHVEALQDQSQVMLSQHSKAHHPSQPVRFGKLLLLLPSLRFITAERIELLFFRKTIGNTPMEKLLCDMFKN
hiPSC survival: enhancers of single-cell hiPSC survival, primary screen, ATPlite luminescence; 100% = ROCK inhibitor wells, 0% = DMSO; survival enhancement, % at 20 µM; actives 0.044% (n = 360,000); AID 602274, 2012; in the data active = survival enhancement above about 18%;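 also: cells exposed to compounds for 16 hours before the ATP read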
NR2E3 ag-2: inhibitors of NR2E3-RetCOR corepressor binding, primary screen, NR2E3 agonist project, biochemical, TR-FRET, GST-NR2E3, biotin-RetCOR; Photoreceptor-specific nuclear receptor (Homo sapiens), Q9Y5X4; 1536-well; inhibition of corepressor binding, % at 4.78 µM; actives 0.12% (n = 320,000); AID 2300, 2010;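 active = percent inhibition above the cutoff of mean plus 3 SD of all tested compounds, set per screening campaign, cut at about 20% in these data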;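 also: 0% = DMSO wells and 100% = biotin wells as full block of FRET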
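System: GST-tagged NR2E3 plus biotinylated RetCOR corepressor; Amount: 1.35 nM GST-tagged NR2E3 final; Dosing: single nominal compound dose of 4.8 µM; Schedule: 5 h incubation at 4 °C; Technique: TR-FRET with europium anti-GST and streptavidin-D2, 340 nm excitation; Controls: biotin wells as high control, 0.6% DMSO wells as low control.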
* = called active by the depositor; . = not tested or not shown. Compounds as they come. About 4.4% of those tested had a hit in this group.

no.	compound	KKLEB tox	HIF-2a inh	NR2E3 ag-1	NR2E3 ag-2	CF NFkB block	aDG glyco up	hiPSC survival	Shn3 inh set2	Peg3 prom inh	MITF TRPM1 inh	TWEAK Fn14 block
1	CCN(CC)C(=O)CSc1nnnn1-c1ccc(F)c(Cl)c1	10	15	-10	1	-5	0.0	-0.3	-72	5	5	7
2	CC(=O)NC(CC(=O)OCC(=O)c1cc(C)ccc1C)c1ccccc1 (centres undefined)	-7	4	1	.	11	0.2	-0.2	2	3	-6	-6
3	CSc1nnc(Cn2c(=O)sc3ccccc32)n1-c1cccc(Cl)c1	7	-19	11	4	-7	-0.1	1.1	29	14	-4	-5
4	CC(C)CC(=O)OCC(=O)Nc1ccccc1Sc1ccccc1	-3	4	0	1	8	-0.2	-0.2	-15	14	-1	7
5	OC1CC(c2ccco2)NC2(CCCCC2)C1 (centres undefined)	5	12	8	-1	-4	0.3	-2.7	-2	-8	8	-13
6	CC(C)(C)OC(=O)N1CCCN(C(=O)c2ccc(Cl)cc2)CC1	9	15	-34	-2	-5	0.0	-0.6	-8	14	-2	-5
7	N#Cc1ccc(NC(=O)COC(=O)C2=COCCO2)cc1	2	-8	-20	1	-15	-0.1	-0.3	-8	-5	-1	-2
8	CCN1CCN(S(=O)(=O)c2ccc(Cl)c(C(=O)N(C)Cc3ccc(C(C)(C)C)cc3)c2)CC1	1	1	9	.	-4	-0.3	-0.1	15	22	-7	3
9	Cc1c(C(=O)NCc2cccnc2)oc2ccc(S(=O)(=O)N3CCCCCC3)cc12	-7	28	-2	0	-10	1.1	-2.1	38	26	9	18
10	COC(=O)c1c(NC(=O)CC2Sc3ccc(C(F)(F)F)cc3NC2=O)sc(C)c1C (centres undefined)	-2	8	-9	-1	4	0.1	2.9	2	21	-4	-26
11	CCN(c1ccccc1)S(=O)(=O)c1cccc(C(=O)N(C)CC(=O)Nc2ccc(F)c(F)c2F)c1	7	16	7	.	12	0.3	1.2	6	34	-3	13
12	Cc1ccc(-c2[nH]c3cc(C(N)=O)ccc3c(=O)c2O)cc1	6	21	-17	0	19	-0.1	0.8	-20	3	12	26
13	O=C(CN1CCN(c2cnn(-c3ccccc3)c(=O)c2Cl)CC1)NC1CCS(=O)(=O)C1 (centres undefined)	8	3	10	.	-1	-0.3	-0.5	6	-5	0	2
14	O=S(=O)(c1ccccc1)N1CCC(O)(CN2CCN(c3ccccc3)CC2)CC1	4	6	11	.	4	0.0	-0.1	4	11	10	-38
15	CN(CC(=O)Nc1ccccc1Cl)C(=O)COC(=O)CSc1ccc(Cl)cc1	-2	-2	4	1	4	0.1	-0.5	-7	-8	-1	-17
16	CC(C)(C)c1cc(NC(=O)c2ccco2)no1	9	-114	-89	3	3	0.1	-0.4	-67	-182	-60	35
17	CSc1ccc(CCNC(=O)c2ccc(CS(=O)Cc3ccccc3Cl)o2)cc1 (centres undefined)	-1	-34	-11	1	9	-0.1	-0.5	10	23	-3	11
18	CC(C)CCn1c(=S)[nH]c2ncccc2c1=O	-1	13	6	1	8	2.3	-3.2	-20	7	2	5
19	C=CCn1c(SCC(=O)Nc2ccc3c(c2)OCO3)nnc1-c1cc(Br)ccc1O	20	15	-21	2	-4	-0.1	1.7	-9	20	15	15
20	Cc1cc(C(=O)N2CCCC(C(=O)c3ccc4ccccc4c3)C2)nn1C (centres undefined)	8	-4	1	-3	-3	0.1	0.4	-6	11	3	-6
21	CC(C)NC(=O)C1CCCN(S(C)(=O)=O)C1 (centres undefined)	-9	-2	-17	4	-10	-0.1	3.3	11	6	-3	-4
22	CCOC(=O)CSc1ncc(-c2ccc([N+](=O)[O-])cc2)[nH]1	0	0	4	-1	-1	-0.3	-1.8	13	0	-17	-21
23	Cc1ncc(CO)c2c1OC(C)(C)OC2	-4	11	-8	0	-7	0.5	-2.4	-13	13	2	4
24	CCOc1cc(/C=C2\C(=N)N3N=CSC3=NC2=O)ccc1OS(=O)(=O)c1ccccc1	5	4	-23	-2	-23	-0.3	-0.2	7	8	7	-2
25	COCCN(Cc1cc2cc(C)ccc2n2nnnc12)C(=S)Nc1ccccc1C	-12	15	15	4	10	-0.8	4.3	-28	4	2	-22
26	C[C@H](O)[C@@H]1CN2CCc3c([nH]c4ccccc34)[C@@H]2C[C@@H]1N(C)C(=O)Nc1ccccc1	4	5	-8	.	-15	-0.1	1.5	-9	3	.	22
27	c1ccc(Nc2ncnc3sc4c(c23)CCC4)cc1	-9	-18	10	2	12	0.5	2.2	-6	6	-7	0
28	Cc1ccccc1NC(=O)Nc1ccccc1Br	-3	-86	-12	2	14	-0.2	2.8	-5	-23	-23	-28
29	CCn1cc(CN2CCC(n3nccc3NC(=O)c3ccccc3OC)CC2)cn1	0	5	30	4	3	-0.1	-0.5	-11	-3	-3	11
30	COc1ccc(N2CCN(Cc3cc4c(cc3O)CCC4)CC2)cc1	5	13	5	-4	9	-0.5	-1.3	-3	8	-8	3
31	COc1cccc(CC2(CO)CCCN(Cc3[nH]c4ccc(C)cc4c3C)C2)c1 (centres undefined)	-12	2	5	1	20	0.1	-0.5	37	50	4	-54
32	COc1ccc(C(O)c2ncc(-c3ccccc3OC)[nH]2)cc1 (centres undefined)	-20	-6	15	.	9	0.0	0.0	6	14	.	-4
33	O=C(CCl)N(C/C=C/c1ccccc1)c1ccc2c(c1)OCCO2	-100*	-56	4	-2	92*	-0.1	-0.3	-9	-59	4	60*
34	COc1ccc2cc(CN(C)C(=O)CN3C(=O)NC4(CCCC4)C3=O)ccc2c1	-9	5	29	.	12	-0.4	-0.5	15	2	.	14
35	C[C@@H]1Cn2cnc(C(=O)N[C@@H](C)c3ccccc3)c2C(=O)N1	25	-7	11	.	-13	-0.2	1.8	-18	-1	.	10
36	COc1ccc(CCNC(=O)COC(=O)c2cc(OC)c(OC)cc2OC)cc1	-19	25	-16	-1	20	-0.3	1.1	63	-1	0	-8
37	CCOC(=O)Nc1ccc2c(c1)N(C(=O)CN)c1ccccc1CC2	-5	2	2	1	-11	-0.2	1.3	-11	4	-4	20
38	CC(=O)NCCNS(=O)(=O)c1ccc(C)c([N+](=O)[O-])c1	0	12	-7	-3	-14	0.5	-0.8	-51	4	-7	-23
39	Clc1ccc(OCc2nc3ccccc3[nH]2)cc1	3	-169	-170	-3	2	0.5	0.7	-55	-297	-82	-6
40	CC(C)CCN1C(N(C)C)=NC[C@@H]1C	-2	-12	-24	2	-16	0.1	1.0	4	-6	-6	8
41	COC(=O)/C(=C\Nc1ccc(Cl)cc1Cl)NC(=O)c1ccc(Cl)cc1Cl	-26	11	0	0	23	-0.1	1.2	20	17	3	10
42	O=C(Nc1nccs1)C1CCN(S(=O)(=O)c2cccnc2)CC1	-21	14	6	3	-21	-0.1	5.5	-33	29	.	-1
43	CCCC(C)(C)C(=O)N1CCC1(C)C(=O)Nc1cccc(OC)c1 (centres undefined)	-3	2	-25	.	9	0.1	1.6	-8	1	.	5
44	NC(c1csc(Nc2ccccn2)n1)c1ccccc1Cl (centres undefined)	-15	-2	5	.	12	-0.2	11	8	-3	.	-6
45	CCCc1cc(=O)[nH]c(SCC(=O)NC2CCCCC2)n1	-2	-23	0	5	9	0.0	2.2	0	8	-1	42

3 structures already listed, arranged by length of the SMILES, low to high.
no.	compound	KKLEB tox	HIF-2a inh	NR2E3 ag-1	NR2E3 ag-2	CF NFkB block	aDG glyco up	hiPSC survival	Shn3 inh set2	Peg3 prom inh	MITF TRPM1 inh	TWEAK Fn14 block
40	CC(C)CCN1C(N(C)C)=NC[C@@H]1C	-2	-12	-24	2	-16	0.1	1.0	4	-6	-6	8
42	O=C(Nc1nccs1)C1CCN(S(=O)(=O)c2cccnc2)CC1	-21	14	6	3	-21	-0.1	5.5	-33	29	.	-1
37	CCOC(=O)Nc1ccc2c(c1)N(C(=O)CN)c1ccccc1CC2	-5	2	2	1	-11	-0.2	1.3	-11	4	-4	20

Next records.
no.	compound	KKLEB tox	HIF-2a inh	NR2E3 ag-1	NR2E3 ag-2	CF NFkB block	aDG glyco up	hiPSC survival	Shn3 inh set2	Peg3 prom inh	MITF TRPM1 inh	TWEAK Fn14 block
46	O=C(c1cc2ccccc2cc1OCC(O)CN1CCCCC1)N1CCCCC1 (centres undefined)	-6	5	-6	.	-14	0.1	1.4	-1	-11	.	-7
47	COC(=O)/C(C#N)=C/c1c(N2CCCCCC2)nc2ccccn2c1=O	5	6	-7	-2	-6	-0.1	0.0	13	-1	2	10
48	CCn1c(C)nc2cc(C(=O)NNC(=S)Nc3ccccc3Cl)ccc21	3	-242	-125	0	5	0.3	-2.1	-82	-183	-56	20
49	COc1ccc(NC(C)=O)cc1S(=O)(=O)Nc1ccccc1C(=O)N1CCCC1	18	5	-2	3	-5	-0.4	-0.4	16	14	-7	-3
50	C=CCNc1nc2c(c(=O)[nH]c(=O)n2C)n1CCOc1ccccc1	-9	28	9	4	9	0.1	-0.5	12	19	7	3
51	Cc1noc(C(=O)Nc2ccc(F)c(Cl)c2)c1Cl	-12	-149	-57	2	-19	-0.1	-0.5	-56	-103	-23	-10
52	Cc1cc(OC(=O)c2ccccc2)c([N+](=O)[O-])c(=O)[nH]1	11	17	-3	.	4	0.4	6.9	-13	4	13	12
53	O=C(NC(=S)Nc1cc(Cl)ccc1O)c1cccc(Br)c1	-1	-89	-49	-2	13	0.3	0.6	7	-75	-15	-8
54	CC(C)OP(=O)(OC(C)C)C(C)NC(=O)Cc1ccccc1 (centres undefined)	-5	16	10	2	-17	-0.3	-0.6	13	6	13	4
55	CCOC(=O)c1sc(NC(=O)c2cccc(S(=O)(=O)N3CCc4ccccc43)c2)c(C#N)c1C	-32	-16	-19	-1	61*	0.2	0.9	31	40	22	48
56	CSC1=NSC2=NC(=O)/C(=C/c3coc4ccccc4c3=O)C(=N)N12	-7	-38	-42	-3	-7	-0.2	1.1	-4	-18	14	-33
57	Cc1ccc(CNC(=O)c2ccc(N3CCC4(CC3)CC(c3ccccc3)=NO4)c(NC(=O)c3ccco3)c2)cc1	-8	8	-4	-3	-10	0.2	-0.5	29	9	2	-13
58	O=S(=O)(Nc1cccc(Cl)c1)c1cccc(-n2cnnn2)c1	-10	18	-16	.	-7	0.0	0.8	-18	13	-9	4
59	Oc1ccccc1/C=N/Nc1cc(N2CCCC2)nc(N2CCCC2)n1	-13	-96	-44	0	18	0.8	-1.0	14	-18	7	-28
60	Cc1ccc(CC(=O)OCC(=O)c2ccc[nH]2)cc1C	-4	-14	17	.	-17	0.2	0.0	-10	-49	-25	-5

Source: PubChem BioAssay (several laboratories)
